High-throughput results from PubChem BioAssay.
ROC1-CUL1 inh: inhibitors of human ROC1-CUL1 ubiquitin ligase activity; E3 ubiquitin-protein ligase RBX1 (Homo sapiens) + Cullin-1 (Homo sapiens), P62877+Q13616; in vitro K48 di-Ub FRET, acceptor:donor ratio, 45 min; inhibition, % at 10 µM; actives 0.6% (n = 140,000); AID 1347404, 2020; in the data active = inhibition above about 25%
Target sequence (P62877 whole entry, looked up): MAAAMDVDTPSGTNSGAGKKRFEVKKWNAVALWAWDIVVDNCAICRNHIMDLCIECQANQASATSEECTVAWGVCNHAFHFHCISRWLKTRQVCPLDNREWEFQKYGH
Target sequence (Q13616 whole entry, looked up): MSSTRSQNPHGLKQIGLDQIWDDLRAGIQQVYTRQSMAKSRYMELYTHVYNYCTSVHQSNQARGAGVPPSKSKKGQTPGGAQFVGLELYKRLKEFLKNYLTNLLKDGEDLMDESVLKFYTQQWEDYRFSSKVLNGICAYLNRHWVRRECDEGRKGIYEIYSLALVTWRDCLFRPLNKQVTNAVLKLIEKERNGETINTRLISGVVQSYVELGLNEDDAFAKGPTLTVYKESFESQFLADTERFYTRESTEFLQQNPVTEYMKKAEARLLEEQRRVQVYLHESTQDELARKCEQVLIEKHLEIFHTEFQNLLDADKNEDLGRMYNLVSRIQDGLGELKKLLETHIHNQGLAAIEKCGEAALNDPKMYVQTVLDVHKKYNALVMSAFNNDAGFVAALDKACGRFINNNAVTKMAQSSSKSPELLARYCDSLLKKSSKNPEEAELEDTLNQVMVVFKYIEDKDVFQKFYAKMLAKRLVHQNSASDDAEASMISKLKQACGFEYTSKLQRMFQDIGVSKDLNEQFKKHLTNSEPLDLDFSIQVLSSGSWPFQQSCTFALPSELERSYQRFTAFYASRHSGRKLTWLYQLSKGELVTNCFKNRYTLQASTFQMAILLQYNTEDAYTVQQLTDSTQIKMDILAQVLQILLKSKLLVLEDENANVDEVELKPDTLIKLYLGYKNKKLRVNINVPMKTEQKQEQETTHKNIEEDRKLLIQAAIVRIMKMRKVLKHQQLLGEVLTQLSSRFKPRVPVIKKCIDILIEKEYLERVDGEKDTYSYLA
* hit, by the source's call.

SMILES	ROC1-CUL1 inh
O=C(c1ccc(-c2ccco2)cc1)N1CCCC(c2cc(=O)[nH]cn2)C1 (stereo not given)	0
COCCCNc1nc2c(-c3cccc(Br)c3)nnn2c2ccccc12	9
O=C(O)COc1ccccc1/C=C1\C(=O)Nc2ccc(Br)cc21	5
Cc1ncc2c(c1CNC(=O)/C=C/c1cccs1)CCN(C(=O)c1cccc(Cn3cccn3)c1)C2	8
COc1cccc2c1cc1c(=O)n(CC(=O)NCCCN3CCN(C)CC3)nc(C)n12	-3
O=C(O)CCC(=O)Nc1ccccc1C(=O)NCCc1ccccc1	-1
Cn1cccc1CNC1CCCC1	1
CCc1ccccc1N1CC(c2nc3ccccc3n2Cc2cccc(C)c2)CC1=O (stereo not given)	-3
COc1ccc(C2Sc3ccccc3N=C3c4ccccc4OCC32)cc1OC (stereo not given)	0
Cc1ccc(Cl)cc1NC(=O)c1sc2nc(-c3ccc(F)cc3)ccc2c1N	5
O=S(=O)(c1cnccc1N1CCN(/N=C/c2ccc(Cl)cc2)CC1)N1CCCCC1	-2
COC(=O)[C@@H](C)NC(=O)c1coc(COc2cccc(C(F)(F)F)c2)n1	2
COc1cc(Cl)c(C)cc1NC(=O)CN1c2ccccc2S(=O)(=O)c2ccccc21	-3
COc1cc(C)c(Cl)c(C)c1S(=O)(=O)N1CCCC(C)C1 (stereo not given)	6
CN(C)S(=O)(=O)c1ccc(C(=O)NCCSc2c(-c3ccc(Br)cc3)[nH]c3ccccc23)cc1	-6
Cc1ccc(N2CC(C)Cn3c2nc2c3c(=O)n(Cc3cccc(Cl)c3)c(=O)n2C)cc1 (stereo not given)	-4
COc1ccc(/C=C2\SC(NC(C)=O)=NC2=O)cc1OC(C)=O	2
CCc1ccc2nc(N(CCN(CC)CC)C(=O)c3cccs3)sc2c1	-5
O=C(O)CSc1cccc2cccc(C(=O)O)c12	-6
Cc1nn(S(=O)(=O)c2ccccc2)c(C)c1C	2
CCC(=O)Nc1cccc(OC)c1	0
COc1ccc(-c2nn(C3CC(=O)C4OCC3O4)c(=S)n2-c2ccccc2)cc1OC (stereo not given)	12
CCOc1ccccc1NC(=O)c1cc(S(=O)(=O)N2CCOCC2)cn1C	13
O=C(CSc1nc(-c2ccccc2)cs1)Nc1ccccc1C(F)(F)F	-4
CCCc1ccc(C(=O)NC2CCN(CCC)CC2)cc1	-1

Continued:
SMILES	ROC1-CUL1 inh
Cc1cccc(NC(=O)Nc2nnc(N(C)Cc3ccccc3)s2)c1	-6
Cc1ccc(N=C2NC(=O)CC(C(=O)Nc3cc(C)cc(C)c3)S2)cc1 (stereo not given)	-5
CC12c3ccccc3C(c3ccccc31)C1C(=O)N(c3cccnc3)C(=O)C12 (stereo not given)	13
CCOC(=O)c1c(NC(=O)CCC(=O)O)sc(C)c1-c1ccc(CC(C)C)cc1	91*
Cc1cccc(C(=O)OC2CCCCC2O)c1 (stereo not given)	2
Cc1ccc(N=NC2=CCC(=O)C(=O)C=C2)cc1	2
CC1(C)CC(=O)C(C(c2ccccc2OC(=O)c2ccccc2)C2C(=O)CC(C)(C)CC2=O)C(=O)C1	-11
Nn1c(Cn2cnc3ccccc32)n[nH]c1=S	-2
CCC(CC)C(=O)N1CCN(S(=O)(=O)c2ccc(C)cc2)CC1	7
Cc1ccc(Sc2c(C)nn(-c3ccccc3)c2OC(=O)C(C)(C)C)cc1	1
CSc1ccc(C(=O)C2CCCN(C(=O)Cn3nc(C)nc3C)C2)cc1 (stereo not given)	0
Cc1ccc2nc(-c3ccc(N4C(=O)CC(NCc5ccc(F)cc5)C4=O)cc3)sc2c1 (stereo not given)	-2
CC(C)C(=O)NC(NCc1cccnc1)C(Cl)(Cl)Cl (stereo not given)	7
O=S(=O)(O)c1cc(O)c(NS(=O)(=O)c2ccccc2)c2ccccc12	-6
Cc1cc2nc(SCCOC(=O)c3ccc(Cl)cc3)nc(C)c2cc1C	5
COC(=O)c1c(-c2ccc(Cl)cc2)csc1NC(=O)c1cc(Cl)ccc1[N+](=O)[O-]	-7
N#CC1C(=N)SC(=N)C(C#N)C1c1ccccc1 (stereo not given)	5
COn1c(=O)c(=O)n(O)c2ccccc21	-8
Cc1ccccc1N(CC(=O)Nc1ccccc1Sc1ccccc1)S(C)(=O)=O	9
O=c1c(Cc2ccccc2)c([O-])[n+](Cc2ccccc2)c(-c2ccccc2)n1-c1ccccc1	3
O=C(Oc1ccc2ccc(OC(=O)c3ccc(F)cc3)cc2c1)c1ccc(F)cc1	-3
COc1ccc(-c2nn3c(=O)cc(CN4CCN(C(=O)c5ccc(OC)c(OC)c5)CC4)nc3s2)cc1	2
Cc1cc(C)c(NC(=O)CSc2nc3sc4c(c3c(=O)n2C)CCCC4)c(C)c1	4
CC(=O)c1ccc(NC(=O)Cn2ncc3c(C)n(Cc4ccc(F)cc4)c(C)c3c2=O)cc1	-2
COc1cc2c(C(=O)N(C)c3cccc(C(F)(F)F)c3)cn(CC(C)C)c(=O)c2cc1OC	-10

Part of the list above, reformatted.
SMILES | ROC1-CUL1 inh
COc1cc(C)c(Cl)c(C)c1S(=O)(=O)N1CCCC(C)C1 (stereo not given) | 6
CN(C)S(=O)(=O)c1ccc(C(=O)NCCSc2c(-c3ccc(Br)cc3)[nH]c3ccccc23)cc1 | -6
Cc1ccc(N2CC(C)Cn3c2nc2c3c(=O)n(Cc3cccc(Cl)c3)c(=O)n2C)cc1 (stereo not given) | -4
COc1ccc(/C=C2\SC(NC(C)=O)=NC2=O)cc1OC(C)=O | 2
CCc1ccc2nc(N(CCN(CC)CC)C(=O)c3cccs3)sc2c1 | -5
O=C(O)CSc1cccc2cccc(C(=O)O)c12 | -6
Cc1nn(S(=O)(=O)c2ccccc2)c(C)c1C | 2
CCC(=O)Nc1cccc(OC)c1 | 0
COc1ccc(-c2nn(C3CC(=O)C4OCC3O4)c(=S)n2-c2ccccc2)cc1OC (stereo not given) | 12
CCOc1ccccc1NC(=O)c1cc(S(=O)(=O)N2CCOCC2)cn1C | 13
O=C(CSc1nc(-c2ccccc2)cs1)Nc1ccccc1C(F)(F)F | -4
CCCc1ccc(C(=O)NC2CCN(CCC)CC2)cc1 | -1
Cc1cccc(NC(=O)Nc2nnc(N(C)Cc3ccccc3)s2)c1 | -6
Cc1ccc(N=C2NC(=O)CC(C(=O)Nc3cc(C)cc(C)c3)S2)cc1 (stereo not given) | -5
CC12c3ccccc3C(c3ccccc31)C1C(=O)N(c3cccnc3)C(=O)C12 (stereo not given) | 13
CCOC(=O)c1c(NC(=O)CCC(=O)O)sc(C)c1-c1ccc(CC(C)C)cc1 | 91*
Cc1cccc(C(=O)OC2CCCCC2O)c1 (stereo not given) | 2
Cc1ccc(N=NC2=CCC(=O)C(=O)C=C2)cc1 | 2
CC1(C)CC(=O)C(C(c2ccccc2OC(=O)c2ccccc2)C2C(=O)CC(C)(C)CC2=O)C(=O)C1 | -11

(more compounds)
SMILES	ROC1-CUL1 inh
Cc1nc(CN2CCN(c3nncc(-c4cccc5ccccc45)n3)CC2)cs1	3
COc1cc(C=Nc2ccc(Br)cc2)ccc1Oc1ccc([N+](=O)[O-])cc1[N+](=O)[O-]	1
O=C(CCCn1c(=O)c2sccc2n(Cc2cccc(Cl)c2)c1=O)NCc1ccc2c(c1)OCO2	-9
O=C(NC(NCCC12CC3CC(CC(C3)C1)C2)(C(F)(F)F)C(F)(F)F)c1ccc(Cl)cc1	-4
COc1cc(C)c(S(=O)(=O)NC2CCCC2)cc1C	14
C=CCNCCCCOc1c(C)cc(C)cc1Cl	3
CCOC(=O)c1c(NC(=O)CSc2nccc(C)n2)sc2c1CCCC2	1
C=CCn1c(CSc2nc3ccccc3s2)nnc1SCC(=O)NCCN1CCOCC1	12
Cc1cc(/C=C2\C(=O)N(C)C(=S)N(c3ccccc3)C2=O)c(C)n1-c1cccc(C(=O)O)c1	28*
Cc1occc1C(=O)N1CCC(C2CCN(Cc3cccnc3)CC2)C1 (stereo not given)	-2
O=C1NC(=S)N(c2ccc(F)cc2)C(=O)/C1=C\c1ccccc1OCc1cccc(F)c1	-1
COc1cc(OC)c(NC(=O)N2CCCn3nc(C)cc32)cc1Cl	-3
CC1=NC(=O)CC(c2ccc(F)cc2F)C1C(=O)OCC1CCCCC1 (stereo not given)	-6
O=C1CC(N2CCC3(CC2)OCCO3)C(=O)N1c1cccc2ccccc12 (stereo not given)	-7
Cc1ncsc1C(=O)N1CCCC(CO)(Cc2ccc(F)cc2F)C1 (stereo not given)	0
COCc1noc(-c2ccc(NCCCn3cccn3)nc2)n1	3
CCn1c(SCC(=O)Nc2nc(-c3ccccc3)c(C)s2)nnc1C(C)NC(=O)c1ccccc1 (stereo not given)	-1
O=C1NCC(c2ccccc2)C1C(=O)N/N=C/c1ccccc1Cl (stereo not given)	7
COC(=O)C1=C(C)N(C)C(=S)NC1c1ccccc1Cl (stereo not given)	2
COc1ccc(/C=C/C(=O)c2ccc(I)cc2)c(OC)c1	-10
CCN(CC)CC(O)COc1ccc(CN(C)Cc2n[nH]c3c2CCCC3)cc1OC (stereo not given)	-8
CSc1nnc2c(n1)OC(c1ccc3c(c1)OCO3)N(C(=O)c1ccccc1)c1ccccc1-2 (stereo not given)	2
CC(C(=NC(=O)c1ccccc1)C(=O)NCc1ccccc1)c1cccc([N+](=O)[O-])c1 (stereo not given)	-12
COc1ccc(S(=O)(=O)N2CCC(CN3C(=O)c4cccc5cccc(c45)C3=O)CC2)cc1	13
O=S(=O)(Nc1cccc(-c2cn3cccnc3n2)c1)c1ccc(I)cc1	10

(further entries)
SMILES	ROC1-CUL1 inh
Cc1[nH]c2c(C(=O)N3CCC4(CC3)CC4C(=O)N3CCN(c4ccccn4)CC3)cccc2c1C (stereo not given)	-5
CCOC(=O)N1CCC2(CC1)c1c(n[nH]c1C)OC(=N)C2C#N (stereo not given)	-10
Cc1cc(C)n2nc(C(=O)N3CCC4(CCCN(CC(C)(C)C)C4)C3)cc2n1 (stereo not given)	29*
CC(=O)c1ccc(NC(=O)C2CCCN(S(=O)(=O)c3cn(C)cn3)C2)cc1 (stereo not given)	-7
CCOC(=O)c1ccc(-n2c(C)cc(C=C(C#N)C#N)c2C)cc1	12
Cc1cc(C)c2c(n1)sc1c(=O)n(NC(=O)Nc3ccc(Cl)cc3)c(C)nc12	-10
C=CCNc1nc(SC)nc2sc3c(c12)CCCC3	7
O=C(NNC(=S)Nc1ccc(Cl)cc1)c1ccccc1OC(F)F	-1
Cc1cc(C)c(NS(=O)(=O)c2ccc(NC(=O)CCc3ccccc3)cc2)c(C)c1	-3
O=C(CCC1CCCC1)NCc1ccccc1	-4
COc1cc(C(=O)Nc2ccc(Oc3ccccc3)cc2)cc(OC)c1OC	7
O=C(c1ccccc1)N1N=C2CCCCCC2C1(O)C(F)(F)F (stereo not given)	-3
CCOc1ccc(C2C(C(N)=O)C(C)=Nc3nc(-c4ccc(OC)cc4)nn32)cc1 (stereo not given)	3
O=C(c1ccc(F)cc1)N1CCCCC(Sc2ncnc3scc(-c4ccccc4)c23)C1=O (stereo not given)	8
Cc1ccc2nc(/C(C#N)=C/c3cccc(Br)c3)[nH]c2c1	-7
O=C(c1ccccc1OC1CCN(Cc2ccccn2)CC1)N1CCCO1	-1
CN(CC(=O)NC1CCCN(CC2CCCCC2)C1)Cc1cccnc1 (stereo not given)	4
O=C(CCn1cnc2onc(-c3ccc(F)cc3)c2c1=O)Nc1ccc(F)c(Cl)c1	-3
S=C1SCc2ccccc2-c2ccccc21	-1
Cc1ccc(-c2nc(S(=O)(=O)c3ccccc3)c(SCC(=O)NC3CCCCC3)o2)cc1	-2
Cc1ccccc1N1CCN(CN2C(=O)S/C(=C/c3cccs3)C2=O)CC1	10
CCOc1ccc(CNC(=O)c2cnc3sc(N(CC)CC)nn3c2=O)cc1OC	2
CC(C)Oc1ccc(/C=C/c2ccc3cccc(O)c3n2)cc1	-3
Cc1cccc2c(=O)cc(C(=O)O)oc12	-5
CCc1ccc(-n2c(SC(CC)C(=O)N(CC)CC)nc3n[nH]c(C)c3c2=N)cc1 (stereo not given)	5

(next part)
SMILES	ROC1-CUL1 inh
Cn1cc(CN2CCCC(CNC(=O)c3cccs3)C2)cn1 (stereo not given)	-8
O=c1c2ccccc2nc2n1C1(CCCC1)Cc1ccccc1-2	-1
O=C1N(Cc2ccc(F)cc2)CCCC1(O)CN1CCCC1 (stereo not given)	5
COc1ccccc1C(=O)N[C@@H]1c2ccccc2C2(CCN(C(=O)CC3CCCC3)CC2)[C@H]1OC	4
Cc1nnc(N2C(=N)S/C(=C\c3ccccc3Cl)C2=O)s1	-13
CC1=Nc2nnnn2C(c2ccc(F)cc2)C1C(=O)Nc1ccccc1 (stereo not given)	-4
Cc1nn(CC(=O)NCCc2ccccc2)c(=O)c2nn(-c3ccccc3)c(C)c12	1
CCCN(CCC)S(=O)(=O)c1ccc(N2CCCC2=O)c(NC(=O)Oc2ccccc2C)c1	0
COc1ccc(CN2CCC(CO)(Cc3ccc(Cl)cc3)CC2)c(OC)c1C	-2
COc1ccc(S(=O)(=O)N2CCC(C(=O)Nc3cc(C(F)(F)F)ccc3Cl)CC2)cc1	0
Cc1ccc(C(C)C)cc1OC(=O)c1cccs1	-7
Brc1cccc(-c2nn3c(-c4ccccn4)nnc3s2)c1	13
O=C(CCC1CCN(Cc2cc(Cl)ccc2O)CC1)NCC1CCCO1 (stereo not given)	-2
CSCCC(C(=O)OCC(=O)c1ccc(-c2ccccc2)cc1)N1C(=O)c2ccccc2C1=O (stereo not given)	-15
O=C(Nc1noc2ccccc12)c1cccc(F)c1	1
O=C(Cn1c(=O)c2cccn2c2ccc(F)cc21)N1CCN(c2ccccc2)CC1	-3
COCCCn1c(=N)c(S(=O)(=O)c2ccccc2)cc2c(=O)n3cccc(C)c3nc21	-4
Cc1ccc(Nc2nc(CSc3nnnn3-c3ccccc3)cc(=O)[nH]2)cc1	0
C[N+](C)(C)CCCNC(=O)CC1Sc2ccccc2NC1=O (stereo not given)	20
Cc1ccc2oc(=O)c(S(=O)(=O)c3ccc(C(C)(C)C)cc3)cc2c1	-12
N#C/C(=C\C=C1C=CN(Cc2ccccc2)C=C1)C(=O)Nc1ccccc1	-5
CC(=O)N1CCC(NC2CC(=O)N(Cc3cccc4ccccc34)C2)CC1 (stereo not given)	-5
COc1cc(Cl)c(C)cc1NC(=O)CSc1cc(-c2ccccc2)nc(C)n1	5
N#CC1C(=N)Oc2n[nH]c(-c3ccccc3)c2C1c1ccc(F)cc1 (stereo not given)	-6

A portion of the library. The share of hits here may be higher or lower than overall.
